Source: PubChem
Wnt bcat act: activates Wnt/beta-catenin signaling in a reporter cell assay. activator, plate reader. activation, % at 9.35 µM. hit rate 1.2% among 300,000. AID 743398; in the data active = activation above about 30%, passing the limit was not always enough;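 also: 0% = neutral control wells and 100% = positive control wells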
PvdQ acylase: blocks Pseudomonas aeruginosa PvdQ acylase activity. purified PvdQ acylase, fluorescence plate reader. hit rate 0.063% among 340,000. inhibition, % at 10 µM; in the data active = inhibition above about 30%, passing the limit was not always enough;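 also: 0% = vehicle neutral wells and 100% = reference inhibitor wells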
phage Ecoli inh: E. coli growth loss with phage present; growth absorbance; inhibition, % at 11.9 µM; hit rate 0.26% among 360,000; AID 651602; in the data active = inhibition above about 11%
AddAB inh: less growth of phage-infected E. coli with AddAB. E. coli expressing H. pylori AddAB, absorbance growth. inhibition, % at 11.9 µM. hit rate 0.29% among 330,000; in the data active = inhibition above about 12%;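 also: 0% = vehicle wells of infected cells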
PfHsp90 set2: growth inhibition of yeast expressing Plasmodium Hsp90. S. cerevisiae expressing PfHsp90, BacTiter-Glo ATP, 48 h; yeast lacking PDR1 and PDR3 efflux regulators. inhibition, % at 9.4 µM. hit rate 0.32% among 310,000. AID 504621;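 active = every replicate shows inhibition above about 80%, whatever the replicate mean, limit read from the data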;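 also: 0% = DMSO neutral controls and 100% = 20 µM radicicol positive controls; yeast relying on Plasmodium falciparum Hsp90 in place of its own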
DAGLB inhibitor: diacylglycerol lipase beta (human) inhibition. hit rate 0.059% among 340,000. Q8NCG7. HEK293T DAGLB membrane lysate, EnzChek fluorogenic substrate. inhibition, % at 5.17 µM; in the data active = inhibition above about 34%;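 also: 0% = enzyme with vehicle and 100% = wells lacking enzyme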
Target sequence (Q8NCG7 whole entry, looked up): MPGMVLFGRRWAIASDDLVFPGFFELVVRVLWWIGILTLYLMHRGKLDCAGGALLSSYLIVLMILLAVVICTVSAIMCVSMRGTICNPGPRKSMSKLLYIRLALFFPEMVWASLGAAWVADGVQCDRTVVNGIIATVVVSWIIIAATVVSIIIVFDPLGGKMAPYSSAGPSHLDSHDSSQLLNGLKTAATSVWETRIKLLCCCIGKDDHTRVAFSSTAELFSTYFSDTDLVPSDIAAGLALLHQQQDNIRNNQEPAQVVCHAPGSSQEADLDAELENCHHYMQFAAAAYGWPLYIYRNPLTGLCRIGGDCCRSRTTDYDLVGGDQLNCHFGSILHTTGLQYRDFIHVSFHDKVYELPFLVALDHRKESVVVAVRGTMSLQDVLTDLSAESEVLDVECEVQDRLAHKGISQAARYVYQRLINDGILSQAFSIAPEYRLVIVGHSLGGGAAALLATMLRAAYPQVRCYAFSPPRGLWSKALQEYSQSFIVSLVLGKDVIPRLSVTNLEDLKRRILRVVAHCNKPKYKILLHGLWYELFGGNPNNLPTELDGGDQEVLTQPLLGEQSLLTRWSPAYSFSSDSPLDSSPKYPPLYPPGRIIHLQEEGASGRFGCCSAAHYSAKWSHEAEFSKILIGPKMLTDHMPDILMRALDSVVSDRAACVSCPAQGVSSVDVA
CAL PDZ FP: inhibitors of human CAL PDZ peptide binding | Q9HD26 | purified CAL PDZ, TMR-peptide fluorescence polarization, 1 h | inhibition, % at 20 µM | hit rate 0.02% among 330,000 | AID 504414;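 active = highest replicate inhibition of at least 40%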;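 also: plate controls were DMSO neutral control wells for no effect and unlabeled competitor peptide control wells for full effect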
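Control set: unlabelled peptide and DMSO controls / Material: purified CerCALP PDZ construct / Timing: 1 h incubation at room temperature before polarization reading / Doses: 20 µM, one dose / Detection: fluorescence polarization (mP)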
Tat transport: blocks Tat-dependent protein export in E. coli; E. coli MC4100 TorA-mCherry Tat export, fluorescence; hit rate 0.036% among 340,000; inhibition, % at 10 µM;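 active = mean replicate inhibition at least 50% and at least half of replicates individually reaching 50%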;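 also: exported cargo escapes ClpAP degradation while cytoplasmic cargo is degraded and loses fluorescence; 0% = median of neutral control wells and 100% = median of NaSCN control wells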
Ecoli viability: reduces bacterial viability in AddAB counter-screen | E. coli V3065 growth, OD600 absorbance, 18 h | inhibition, % at 11.9 µM | hit rate 0.27% among 330,000 | AID 449728;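 active = inhibition above the campaign's mean inhibition across all tested compounds plus 3 SD, cut at about 9.9% in these data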;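 also: uninfected addAB+ strain grown without phage in ampicillin broth; 0% = DMSO wells and 100% = ciprofloxacin 0.95 µg/ml wells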
Rtt109 HAT inh: C. albicans Rtt109 histone acetyltransferase inhibition | purified Rtt109/Vps75, ThioGlo CoA-SH fluorescence, 4 h | inhibition, % at 34.9 µM | hit rate 0.16% among 330,000;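 active = inhibition of at least 50% in every replicate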
Target sequence (Q5AAJ8 whole entry, looked up): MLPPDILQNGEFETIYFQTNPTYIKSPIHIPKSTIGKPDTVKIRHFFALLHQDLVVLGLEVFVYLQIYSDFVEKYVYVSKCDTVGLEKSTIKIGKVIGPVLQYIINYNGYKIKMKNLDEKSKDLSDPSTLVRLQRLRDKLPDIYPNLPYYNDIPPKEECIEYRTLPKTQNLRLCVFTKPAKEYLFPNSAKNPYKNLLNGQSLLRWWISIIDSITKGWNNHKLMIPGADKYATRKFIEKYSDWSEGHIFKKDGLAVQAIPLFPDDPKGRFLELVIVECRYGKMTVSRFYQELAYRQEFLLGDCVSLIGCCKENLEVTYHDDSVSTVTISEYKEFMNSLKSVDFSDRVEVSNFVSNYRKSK
An asterisk follows results filed as active; i = inactive; · = not tested or not shown; & = joins results of further samples.

entry	SMILES	Wnt bcat act	PvdQ acylase	phage Ecoli inh	AddAB inh	PfHsp90 set2	DAGLB inhibitor	CAL PDZ FP	Tat transport	Ecoli viability	Rtt109 HAT inh
1	O=S(=O)(Nc1cccc(-c2cn3ccsc3n2)c1)c1ccc(F)cc1	0.8	-9.8	1.5	4.3	41.2	-2.3	-1.4	-6.8	-0.3	-6.9
2	COC(=O)/C=C/c1ccc2c(c1)S(=O)(=O)N(c1cccc(OC)c1)[C@H]2CC(=O)OC	1.8	-3.0	4.7	1.4	·	1.9	0.7	-1.4	-2.1	1.2
3	Nc1nccnc1C(=O)OCC(=O)c1ccc[nH]1	-1.3	-7.6	2.9	-1.0	·	-0.4	-2.9	-2.3	0.4	5.2
4	Cc1noc(C)c1S(=O)(=O)Nc1ccc(O)c2c(=O)cc(-c3ccccc3Cl)oc12	-0.3	-8.6	3.5	5.7	-17.0	3.1	-0.8	10.1	1.9	-0.7
5	CC(C)(C)c1ccc(C(=O)Nc2ccc(CN3CCS(=O)(=O)CC3)cc2)cc1	29.0	-8.8	3.1	-0.7	11.1	0.4	-0.7	3.7	0.8	3.7
6	O=C(c1ccc(Cl)c(S(=O)(=O)N2CCOCC2)c1)N(c1ccccn1)C1CCCCC1	8.0	-0.9	0.6	-3.0	-22.0	1.1	-1.4	4.3	-2.6	-6.1
7	Cc1ccc(S(=O)(=O)N(C)CCN(C)S(=O)(=O)c2ccc(C)cc2)cc1	-5.4	1.7	0.4	·	17.1	-1.6	-1.3	-2.1	·	8.1
8	COc1cc(/C=N/Nc2nncn2/N=C/c2ccc(O)c(OC)c2)ccc1O	7.1	-8.2	4.7	5.9	-12.4	0.2	1.3	-8.6	4.5	23.8
9	C[C@H]1CN(C2CCCCC2)C(=O)[C@@H]1CC(=O)NCc1ccccc1	-3.1	-2.1	2.1	-1.6	20.3	-0.9	-0.9	2.8	2.6	9.6
10	COc1ccc(CCN(Cc2cc3ccc(C)cc3n3nnnc23)C(C)=O)cc1OC	-1.3	-4.2	2.8	3.5	12.9	-0.3	-2.9	1.2	-0.2	-0.2
11	CCCCCCCC(=O)N/N=C/c1ccco1	-2.5	-7.6	2.0	2.8	-88.1	2.2	-0.5	11.4	-1.3	3.2
12	Clc1ccc(OCc2nn3c(-c4ccncc4)nnc3s2)cc1	·	-7.1	-0.2	2.5	-7.8	0.2	·	1.0	-2.2	2.2
13	COc1cc(OC)c(C(=O)/C=C/c2ccccc2)c(O)c1O	-0.4	-7.2	6.7	2.0	-34.8	1.1	0.5	-6.4	0.0	13.4
14	COc1ccc(C(C(=O)NCc2ccccc2)N(Cc2cccs2)C(=O)c2cnccn2)cc1 (configuration not stated)	·	-11.4	3.0	0.3	-1.1	-0.4	-1.8	-0.7	-0.1	-2.2
15	O=C(CN1CCc2ccccc2C1)Nc1ccccc1N1CCCCCC1	·	-20.6	·	-2.3	-26.0	-5.3	-1.3	-8.7	-0.5	0.1
16	O=C(CSc1nnc(CNc2ccc(Cl)cc2)n1Cc1ccccc1)NCc1ccco1	-1.9	7.3	3.0	0.2	·	3.8	·	3.9	-3.5	10.2
17	NC(=O)C1CCN(C(=O)c2ccc(NC3=NC4CS(=O)(=O)CC4S3)cc2)CC1 (configuration not stated)	-2.1	-2.1	1.7	-2.0	-1.3	3.0	0.5	4.1	-2.7	-4.0
18	CC(C)NC(=O)CSc1nc(N)c(NC(=O)c2ccccc2F)c(=O)[nH]1	-1.0	-12.3	2.2	1.6	1.2	-1.6	-0.7	2.5	0.7	-0.9
19	O=C(Nc1cccc(F)c1)c1cc(S(=O)(=O)NCCC2=CCCCC2)ccc1F	-3.8	-16.3	-1.4	4.0	-14.6	-7.1	-0.1	12.3	0.4	3.6
20	Nc1nc(N)nc(-c2cc([N+](=O)[O-])ccc2O)n1	10.1	1.1	3.2	1.7	4.4	-1.0	-1.2	1.9	0.6	0.2
21	O=[N+]([O-])c1ccc(-c2c(O)c3ccccc3c3nc4ccccc4nc23)cc1	1.1	2.4	3.6	-2.5	13.1	-1.1	-3.9	-7.1	-0.3	·
22	COc1ccc2[nH]c(=O)c(CN(Cc3ccco3)C(=O)c3ccccc3)cc2c1	·	-4.9	1.2	-3.0	1.9	0.3	-1.1	-5.5	-0.2	-1.3
23	Cc1cccc(N2CC(C(=O)Nc3cccc(S(=O)(=O)N4CCCCC4)c3)CC2=O)c1C (configuration not stated)	-3.2	-7.5	1.6	2.8	4.5	-4.5	-3.0	3.1	-0.3	20.9
24	O=C1C2=C(Nc3ccccc3SC2c2ccco2)c2ccccc21 (configuration not stated)	·	6.8	1.0	-0.2	-12.9	21.6	0.1	-15.1	1.9	15.9
25	N/C(=N\OC(=O)/C=C/c1ccccc1Cl)c1cccnc1	-1.0	·	2.2	-0.3	·	·	·	·	0.2	·
26	COc1cc(/C=N/NC(=O)c2ccc(F)cc2)ccc1OC(=O)c1ccco1	1.2	3.5	2.5	5.3	-9.6	-2.0	-3.5	-3.6	0.5	-0.9
27	O=C(Nc1ccsc1C(=O)O)c1ccc(Cl)cc1	15.4	-9.7	1.5	0.1	19.4	2.7	-0.9	-8.6	0.0	-60.2
28	COc1ccc(N2CCN(CC(=O)N3CCC(C)CC3)CC2)cc1	-5.1	8.5	0.9	1.3	9.2	0.3	-0.1	-15.6	-0.2	-6.8
29	Cc1ccc(NC(=O)CNC(=O)c2cccc(Cl)c2)nc1	3.7	-1.5	2.7	-0.2	2.9	0.4	-2.4	0.8	2.1	7.8
30	COc1ccc2c(CC(=O)NC(Cc3ccc(Cl)cc3)C(=O)O)cc(=O)oc2c1C (configuration not stated)	3.0	-6.1	2.6	·	-6.6	-4.6	-0.4	2.3	·	-0.2
31	O=C(C1CC(=O)N(c2ccc(Br)cc2)C1)N1CCCC1 (configuration not stated)	-1.9	-7.2	0.0	-1.4	0.4	0.4	-1.6	0.1	-1.1	13.5
32	NS(=O)(=O)c1ccc(CCNC(=O)NC2(C(F)(F)F)Oc3ccccc3O2)cc1	-12.9	5.6	2.0	0.4	8.7	-3.6	-1.1	9.8	-1.7	9.6
33	C=CCS/C(=N\n1cnc2ccccc2c1=O)N(CC)CC	·	-6.2	5.0	4.1	13.6	-2.4	-1.0	-3.3	3.9	4.9
34	CC(=O)N1CCCc2ccc(NS(=O)(=O)c3ccc(C)cc3)cc21	-6.8	-12.3	5.0	2.0	1.7	2.3	-0.9	6.7	1.3	-1.9
35	COC(=O)CC1COc2ccccc2N1C(=O)c1ccc(Cl)cc1 (configuration not stated)	·	10.5	1.3	1.2	15.8	-3.1	-1.5	0.6	-0.3	9.2
36	O=[N+]([O-])c1ccc(-c2ncc(-c3ccc(Br)cc3)o2)cc1	5.6	-11.9	-0.3	2.3	-12.0	-2.4	0.2	-9.8	0.0	-10.0
37	O=C(O)C(c1ccccc1)N1C(=O)/C(=C\c2ccc(-c3ccccc3Cl)o2)SC1=S (configuration not stated)	0.8	17.7	-0.5	1.0	-16.9	10.3	0.8	5.6	-2.4	-0.5
38	O=C(Nc1ncc(Cc2ccc(C(F)(F)F)cc2)s1)c1ccc(-c2cccc([N+](=O)[O-])c2)o1	·	-5.0	2.8	3.5	-17.9	-3.0	-0.5	-8.7	3.4	-3.7
39	COc1ccc(NC(=O)c2cnc(C)cn2)cc1-n1cnnn1	·	-4.2	0.2	-1.3	-2.7	-2.3	0.4	-0.4	-0.4	-0.7
40	Cc1nc2ccc(S(=O)(=O)NC(C(=O)N3CCCC3)C(C)C)cc2s1 (configuration not stated)	-1.0	-3.2	1.7	1.2	-9.1	2.0	0.0	7.1	-0.4	5.7
41	CC(=O)Nc1ccc(NC(=O)COC(=O)[C@@H]2CCCN2C(=O)c2cccs2)cc1	-0.2	-18.8	2.4	0.0	-2.7	-0.6	-1.4	-5.3	-1.8	-3.0
42	Cc1cc(C)c(C#N)c(SCc2cn3ccccc3n2)n1	1.0	10.4	2.5	6.3	0.5	1.2	-1.1	-9.1	1.4	11.1
43	COc1ccc(C(=O)NC(=S)Nc2ccc(Cl)c(C(=O)O)c2)cc1	0.5	-4.4	4.9	4.4	0.9	2.6	-0.6	2.9	0.2	-4.5
44	O=C(c1cccs1)N(Cc1nc2sc3c(c2c(=O)[nH]1)CCCC3)C1CCCC1	1.9&-9.4	-15.5	2.2	1.1	-40.5	2.2	·	18.5	-0.2	-3.3
45	COc1ccccc1NC(=S)NCc1cccnc1	-2.5	-5.6	0.4	4.3	-12.9	1.6	-2.6	1.0	-1.0	-8.1
46	O=C(CNC(=O)c1ccco1)Nc1ccc(F)cc1	0.0	-12.3	1.0	1.9	3.2	2.6	-0.3	-8.1	0.0	-4.2
47	Cn1c(C(=O)N2CCN(C(=O)c3ccco3)CC2)cc2c(=O)n3ccccc3nc21	-6.1	-9.6	1.1	5.3	-2.6	-0.6	-1.2	-4.4	-1.3	i
48	CS(=O)(=O)N1CCc2cc(C(=O)N3CCN(c4ccccc4F)CC3)ccc21	1.2	-3.4	-6.8	0.8	6.9	0.8	-1.7	3.1	-0.8	13.0
49	CC(=O)Nc1ccc(NC(=O)c2nc(S(=O)(=O)Cc3ccccc3)ncc2Cl)cc1	-9.0	-4.4	0.8	1.6	-21.1	1.1	-2.5	-0.5	-0.9	113.3*
50	O=C(N/N=C/c1c(-c2ccccc2)[nH]c2ccccc12)c1cccnc1	3.1	12.3	3.8	2.2	8.7	1.9	3.8	-9.6	-0.7	14.8
51	CCS(=O)(=O)N1CCCC(C(=O)NCCCOC(C)C)C1 (configuration not stated)	·	5.7	3.9	1.6	-12.2	-2.1	-0.2	-9.9	5.0	11.0
52	O=C(CCS(=O)(=O)c1ccccc1)OCC(=O)N1CCN(S(=O)(=O)c2ccc(Cl)cc2)CC1	7.6	-5.5	0.3	-0.7	·	1.9	-2.2	14.6	-1.2	2.6
53	COc1ccc2c(c1)-c1nc(/N=C/c3ccccc3O)sc1CC2	·	-6.7	5.5	4.8	-6.9	1.0	0.3	0.9	0.7	-1.6

Shown with one line to a screen: part of the list above
[47] Cn1c(C(=O)N2CCN(C(=O)c3ccco3)CC2)cc2c(=O)n3ccccc3nc21
[48] CS(=O)(=O)N1CCc2cc(C(=O)N3CCN(c4ccccc4F)CC3)ccc21
[49] CC(=O)Nc1ccc(NC(=O)c2nc(S(=O)(=O)Cc3ccccc3)ncc2Cl)cc1
[50] O=C(N/N=C/c1c(-c2ccccc2)[nH]c2ccccc12)c1cccnc1
[51] CCS(=O)(=O)N1CCCC(C(=O)NCCCOC(C)C)C1 (configuration not stated)
[52] O=C(CCS(=O)(=O)c1ccccc1)OCC(=O)N1CCN(S(=O)(=O)c2ccc(Cl)cc2)CC1
[53] COc1ccc2c(c1)-c1nc(/N=C/c3ccccc3O)sc1CC2

assay / compound,47,48,49,50,51,52,53
Wnt bcat act,-6.1,1.2,-9.0,3.1,·,7.6,·
PvdQ acylase,-9.6,-3.4,-4.4,12.3,5.7,-5.5,-6.7
phage Ecoli inh,1.1,-6.8,0.8,3.8,3.9,0.3,5.5
AddAB inh,5.3,0.8,1.6,2.2,1.6,-0.7,4.8
PfHsp90 set2,-2.6,6.9,-21.1,8.7,-12.2,·,-6.9
DAGLB inhibitor,-0.6,0.8,1.1,1.9,-2.1,1.9,1.0
CAL PDZ FP,-1.2,-1.7,-2.5,3.8,-0.2,-2.2,0.3
Tat transport,-4.4,3.1,-0.5,-9.6,-9.9,14.6,0.9
Ecoli viability,-1.3,-0.8,-0.9,-0.7,5.0,-1.2,0.7
Rtt109 HAT inh,i,13.0,113.3*,14.8,11.0,2.6,-1.6
